Source: PubChem BioAssay (Sanford-Burnham Center for Chemical Genomics)
GRIN3A LBD mod: modulates the human NR3A ligand-binding domain; NR3A LBD differential scanning fluorimetry, Tm shift; 0% = protein alone, 100% = glycine-bound protein; Tm shift relative to glycine control, % at 25 µM; 340,000 compounds, 2.5% hits;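 active = melting temperature shift of at least 10% of the positive control shift, at one fixed dose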
MIN6 prolif: inducers of beta-cell replication in MIN6 cells; 330,000 compounds, 0.29% hits; MIN6 cells proliferation, ATPlite luminescence, 48 h; cells starved in 0.2% serum; 100% = growth in 10% serum; proliferation, % at 10 µM;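 active = compounds whose signal lies at least 3.5 SD above the mean of all wells on their plate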;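 also: 0% = DMSO-treated cells in low-serum medium and 100% = 10% serum control; some compounds called inactive have numbers as strong as hits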
APJ antagonist: blocks the human apelin receptor APJ | 330,000 compounds, 0.32% hits | P35414 | inhibition, % at 20 µM | CHO-K1 APJ beta-arrestin complementation, luminescence;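 active = inhibition above about 40% at 20 µM, limit read from the data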;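 also: cells challenged with 10 nM apelin-13 agonist together with compound; plate controls were apelin-13 plus DMSO wells for no effect and DMSO wells lacking apelin-13 for full effect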
Target sequence (P35414 whole entry, looked up): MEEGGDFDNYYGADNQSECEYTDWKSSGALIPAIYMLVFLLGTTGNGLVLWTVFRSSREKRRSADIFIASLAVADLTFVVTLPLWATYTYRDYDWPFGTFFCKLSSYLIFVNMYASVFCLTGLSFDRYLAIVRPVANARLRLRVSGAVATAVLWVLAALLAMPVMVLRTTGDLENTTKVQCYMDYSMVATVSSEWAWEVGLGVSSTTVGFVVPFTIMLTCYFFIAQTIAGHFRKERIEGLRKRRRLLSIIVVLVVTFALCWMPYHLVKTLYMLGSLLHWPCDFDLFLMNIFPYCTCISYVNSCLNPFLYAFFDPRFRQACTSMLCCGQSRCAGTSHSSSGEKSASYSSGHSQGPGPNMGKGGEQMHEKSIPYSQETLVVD
MPTP block: permeability transition pore inhibition; isolated mouse mitochondria, Ca2+ swelling absorbance, 30 min; inhibition, % at 10 µM; 360,000 compounds, 1.4% hits;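 active = inhibition of 50% or more, scaled per plate between neutral and stimulator controls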;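 also: 0% = DMSO wells given calcium and 100% = 1 mM EGTA wells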
tim23-1 inh: inhibits growth of tim23-1 mutant yeast; AID 463212; inhibition, % at 20 µM; S. cerevisiae tim23-1 growth, BacTiter-Glo luminescence, 24 h; 330,000 compounds, 1.3% hits;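 active = growth inhibition of the mutant yeast at or above 50%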;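 also: temperature-sensitive mutant grown at 25 °C; plate controls were DMSO-treated mutant yeast for no effect and medium wells lacking yeast for full effect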
TIM10 inh: growth inhibitors of TIM10 yeast strain | S. cerevisiae TIM10 strain growth, BacTiter-Glo luminescence, 24 h | inhibition, % at 10 µM | 330,000 compounds, 1.4% hits;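 active = inhibition of 40% or more at the single tested concentration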;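 also: wild-type TIM10 isogenic control strain grown at permissive 25 °C; 0% = DMSO yeast wells and 100% = minimal medium wells without yeast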
tim10-1 inh: tim10-1 yeast growth inhibition; S. cerevisiae tim10-1 ts strain growth, BacTiter-Glo, 24 h; inhibition, % at 20 µM; 330,000 compounds, 2.2% hits; AID 463190;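 active = inhibition of at least 40%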;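 also: mutant grown at 25 °C; 0% = DMSO wells with yeast and 100% = wells holding no yeast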
APJ ag: activates the human apelin receptor APJ | CHO-K1 APJ PathHunter beta-arrestin, luminescence; 0% DMSO wells, 100% apelin | AID 2520 | 330,000 compounds, 0.11% hits | activation, % at 20 µM;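 active = activation more than six SD over the plate average, tested at 20 µM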;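 also: 0% = DMSO alone and 100% = apelin-13 at 10 nM; some results filed as inactive read as strong as hits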
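system = engineered CHO-K1 APJ arrestin reporter cells | input = 1000 cells per well | timing = overnight seeding, 90 min compound at 25 °C, 1 h detection | measured by = enzyme-fragment complementation luminescence | read-out = beta-arrestin recruitment to APJ as agonist activity, luminescent signal | control set = negative DMSO alone, positive Apelin-13 at 10 nM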
NALP3 yeast inh: blocks the NALP3 inflammasome reconstituted in yeast. Yeast reconstituted NLRP3/ASC/caspase-1, beta-gal luminescence, 24 h. inhibition, % at 10 µM. 330,000 compounds, 0.39% hits. AID 2825;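 active = inhibition of 50% or more; inactive = inhibition below 50%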;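 also: plate controls were induced DMSO wells for no effect and uninduced yeast grown without galactose for full effect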
Numbers without * were called inactive.

The first three compounds, ahead of the listing:
O=C(NCCN1C(=O)S/C(=C/c2ccccc2)C1=O)C1CCCN1C(=O)c1cccs1 (centres undefined) was read as GRIN3A LBD mod 1, MIN6 prolif 0, APJ antagonist -2, MPTP block -0.6, tim23-1 inh 31, TIM10 inh 14, tim10-1 inh 26, APJ ag 1 and NALP3 yeast inh 10.
Screening O=C(CSc1ccccn1)Nc1cccc([N+](=O)[O-])c1 returned GRIN3A LBD mod 0, MIN6 prolif -2, APJ antagonist 15, MPTP block 3.3, tim23-1 inh 9, TIM10 inh 9, tim10-1 inh 18, APJ ag -1 and NALP3 yeast inh 16.
`OCCNc1nc(Nc2ccccc2OC(F)(F)F)nc(N2CCCC2)n1` gave GRIN3A LBD mod -2, MIN6 prolif 2, APJ antagonist 7, MPTP block -1.8, tim23-1 inh 26, TIM10 inh 13, tim10-1 inh 23, APJ ag 0 and NALP3 yeast inh -3.

All compounds of this part, repeating the preview:
O=C(NCCN1C(=O)S/C(=C/c2ccccc2)C1=O)C1CCCN1C(=O)c1cccs1 (centres undefined) was read as GRIN3A LBD mod 1, MIN6 prolif 0, APJ antagonist -2, MPTP block -0.6, tim23-1 inh 31, TIM10 inh 14, tim10-1 inh 26, APJ ag 1 and NALP3 yeast inh 10.
Screening O=C(CSc1ccccn1)Nc1cccc([N+](=O)[O-])c1 returned GRIN3A LBD mod 0, MIN6 prolif -2, APJ antagonist 15, MPTP block 3.3, tim23-1 inh 9, TIM10 inh 9, tim10-1 inh 18, APJ ag -1 and NALP3 yeast inh 16.
`OCCNc1nc(Nc2ccccc2OC(F)(F)F)nc(N2CCCC2)n1` gave GRIN3A LBD mod -2, MIN6 prolif 2, APJ antagonist 7, MPTP block -1.8, tim23-1 inh 26, TIM10 inh 13, tim10-1 inh 23, APJ ag 0 and NALP3 yeast inh -3.
`Cc1c(C(=O)NCCCN2CCCC2=O)oc2c(Cl)cccc12` gave GRIN3A LBD mod 1, MIN6 prolif -2, APJ antagonist 6, MPTP block -1.0, tim23-1 inh 12, TIM10 inh 7, tim10-1 inh 11, APJ ag -2 and NALP3 yeast inh 7.
Screening COc1cc(NC(N)=S)c(OC)cc1Cl returned GRIN3A LBD mod 5, MIN6 prolif -3, APJ antagonist 9, MPTP block -0.1, tim23-1 inh 9, TIM10 inh 14, tim10-1 inh 0, APJ ag -3 and NALP3 yeast inh -11.
`O=C(CCNC(=O)c1ccco1)NCc1ccc(C(=O)O)cc1` gave GRIN3A LBD mod 0, MIN6 prolif -1, APJ antagonist 4, MPTP block -0.5, tim23-1 inh 0, TIM10 inh -16, tim10-1 inh -8, APJ ag -4 and NALP3 yeast inh 14.
For CCn1c(C)nc2cc(OC)ccc21 the results were GRIN3A LBD mod -3, MIN6 prolif -1, APJ antagonist -8, MPTP block 0.5, tim23-1 inh 9, TIM10 inh -4, tim10-1 inh 12, APJ ag -3 and NALP3 yeast inh -9.
CN(CC1CCCO1)S(=O)(=O)c1ccc(C(=O)Nc2nccs2)cc1 (centres undefined) was read as GRIN3A LBD mod 0, MIN6 prolif -2, APJ antagonist 16, MPTP block 0.5, tim23-1 inh 14, TIM10 inh -6, tim10-1 inh 5, APJ ag -2 and NALP3 yeast inh 14.
For CC(C(=O)Nc1ccc(Cl)cc1Cl)N1C(=O)NC2(CCCCCCC2)C1=O (centres undefined) the results were GRIN3A LBD mod 2, MIN6 prolif -3, APJ antagonist 5, MPTP block -0.2, tim23-1 inh 30, TIM10 inh 6, tim10-1 inh 35, APJ ag -4 and NALP3 yeast inh 13.
`COc1cc(/C=C2\N=C(c3ccccc3)OC2=O)ccc1OCc1c(C)no[n+]1[O-]` gave GRIN3A LBD mod 0, MIN6 prolif 2, APJ antagonist 4, MPTP block 1.6, tim23-1 inh 22, TIM10 inh 5, tim10-1 inh 6, APJ ag -1 and NALP3 yeast inh 7.
For O=C(NC(=S)NCc1ccncc1)c1ccccc1 the results were GRIN3A LBD mod 0, MIN6 prolif 2, APJ antagonist 1, MPTP block 0.0, tim23-1 inh 13, TIM10 inh 2, tim10-1 inh 2, APJ ag -2 and NALP3 yeast inh 11.
For Cc1csc(NC(=O)CSc2nnc(-c3ccncc3)o2)n1 the results were GRIN3A LBD mod 1, MIN6 prolif -3, APJ antagonist 0, MPTP block -5.5, tim23-1 inh 4, TIM10 inh -9, tim10-1 inh -3, APJ ag 4 and NALP3 yeast inh 19.
For O=C(O)c1cccc(N2C(=O)C3CC=C(Cl)CC3C2=O)c1 (centres undefined) the results were GRIN3A LBD mod 0, MIN6 prolif -2, APJ antagonist -11, MPTP block -0.1, tim23-1 inh 9, TIM10 inh 2, tim10-1 inh -8, APJ ag -2 and NALP3 yeast inh -2.
`CCCCCOc1ccc(N2C(=O)C(C)CNC2=S)cc1` (centres undefined) gave MIN6 prolif -2, APJ antagonist 11, tim23-1 inh 1, TIM10 inh -11, tim10-1 inh -18, APJ ag -1 and NALP3 yeast inh 18.
Screening CC(C)(C)NC(=O)NC(=O)COC(=O)Cc1ccc(Cl)cc1Cl returned GRIN3A LBD mod 1, MIN6 prolif -4, APJ antagonist -11, MPTP block 0.9, tim23-1 inh 19, TIM10 inh 34, tim10-1 inh 27, APJ ag -3 and NALP3 yeast inh 11.
CC1=C(C(=O)Nc2cccc(C(=O)NC3CCCCC3C)c2)SCCO1 (centres undefined) was read as GRIN3A LBD mod -1, MIN6 prolif 1, APJ antagonist 24, MPTP block -1.2, tim23-1 inh 19, TIM10 inh -13, tim10-1 inh 32, APJ ag 2 and NALP3 yeast inh -1.
Screening O=C1CC2(CCN(C(=O)c3ccccc3Cl)CC2)Oc2ccccc21 returned GRIN3A LBD mod -4, MIN6 prolif 5, APJ antagonist 6, MPTP block -1.3, tim23-1 inh 24, TIM10 inh 3, tim10-1 inh 15, APJ ag 1 and NALP3 yeast inh 8.
Screening O=C(Nc1cccc2c1CCCC2)c1ccncc1 returned GRIN3A LBD mod -1, MIN6 prolif 0, APJ antagonist 17, MPTP block 0.3, tim23-1 inh 19, TIM10 inh 17, tim10-1 inh 14, APJ ag 1 and NALP3 yeast inh 7.
Screening O=C(CSc1nc(-c2ccccc2)cs1)NCc1ccco1 returned GRIN3A LBD mod 1, MIN6 prolif 2, APJ antagonist 6, MPTP block 1.1, tim23-1 inh 29, TIM10 inh -12, tim10-1 inh 15, APJ ag -3 and NALP3 yeast inh 28.
For CN(CC(=O)Nc1ccc(F)cc1)C(=O)c1cn(-c2ccccc2)nc1-c1cccs1 the results were GRIN3A LBD mod 24*, MIN6 prolif -2, APJ antagonist -1, MPTP block 0.2, tim23-1 inh 39, TIM10 inh 15, tim10-1 inh 13, APJ ag -3 and NALP3 yeast inh 2.
Screening O=C(NC(CCl)c1ccccc1)c1ccc(Cl)cc1 (centres undefined) returned GRIN3A LBD mod -2, MIN6 prolif -1, APJ antagonist -23, MPTP block 0.0, tim23-1 inh 14, TIM10 inh 13, tim10-1 inh 35, APJ ag -4 and NALP3 yeast inh 5.
Screening C=CCN1C(=O)C2(c3ccccc31)C1CCCC=C1C(C#N)=C(N)C2(C#N)C#N (centres undefined) returned GRIN3A LBD mod -4, MIN6 prolif -1, APJ antagonist -4, MPTP block 1.6, tim23-1 inh -3, TIM10 inh -23, tim10-1 inh 22, APJ ag 4 and NALP3 yeast inh 4.
Screening CCOC(=O)c1cccc(NC(=O)CN2C(=O)C3CC=CCC3C2=O)c1 (centres undefined) returned GRIN3A LBD mod 1, MIN6 prolif 5, APJ antagonist 22, MPTP block -0.5, tim23-1 inh 4, TIM10 inh -1, tim10-1 inh -6, APJ ag -1 and NALP3 yeast inh -2.
`COc1cccc(-n2c(CN3CCN(c4ccccn4)CC3)nc3ccc([N+](=O)[O-])cc3c2=O)c1` gave GRIN3A LBD mod -1, MIN6 prolif -2, APJ antagonist 0, MPTP block 0.7, tim23-1 inh 3, TIM10 inh 11, tim10-1 inh 13, APJ ag 0 and NALP3 yeast inh 15.
For Cc1ccc(-c2n[nH]c(S(C)(=O)=O)c2C#N)cc1 the results were GRIN3A LBD mod 23*, MIN6 prolif 0, APJ antagonist -8, MPTP block 2.7, tim23-1 inh 11, TIM10 inh 15, tim10-1 inh -1, APJ ag -5 and NALP3 yeast inh 17.
Screening Cc1ccc(C)c(N2CCN(C(=O)c3ccc(CS(=O)Cc4cccc(Cl)c4)o3)CC2)c1 (centres undefined) returned GRIN3A LBD mod -16, MIN6 prolif -4, APJ antagonist 12, MPTP block 0.3, tim23-1 inh 13, TIM10 inh 0, tim10-1 inh 42*, APJ ag -3 and NALP3 yeast inh 15.
`Cc1cc(NC(=O)NC(=O)c2ccc(F)cc2F)n[nH]1` gave GRIN3A LBD mod 0, MIN6 prolif -3, APJ antagonist -10, MPTP block 1.1, tim23-1 inh -2, TIM10 inh 11, tim10-1 inh -8, APJ ag -3 and NALP3 yeast inh 0.
For Cc1ccc(C)c2c1cc(C)c1nnc(SCc3ccccn3)n12 the results were GRIN3A LBD mod 0, MIN6 prolif 0, APJ antagonist 4, MPTP block -0.5, tim23-1 inh -8, TIM10 inh -32, tim10-1 inh -8, APJ ag 0 and NALP3 yeast inh 3.
For CCN(CC)c1ccc(-c2nnc(SCC(=O)Nc3ccccc3C#N)n2-c2ccccc2)cc1 the results were GRIN3A LBD mod -5, MIN6 prolif -3, APJ antagonist 2, MPTP block 0.1, tim23-1 inh 30, TIM10 inh 20, tim10-1 inh 42*, APJ ag -1 and NALP3 yeast inh 9.
Screening Cc1ccccc1CNC(=O)CN1C(=O)c2ccccc2S1(=O)=O returned GRIN3A LBD mod 1, MIN6 prolif 0, APJ antagonist 22, MPTP block -1.0, tim23-1 inh 14, TIM10 inh 5, tim10-1 inh -8, APJ ag -1 and NALP3 yeast inh 7.
`Cc1ccc(S(=O)(=O)Nc2cc(NC(=O)CN3CCOCC3)ccc2Cl)cc1` gave GRIN3A LBD mod 2, MIN6 prolif 0, APJ antagonist -19, MPTP block -1.1, tim23-1 inh 3, TIM10 inh -14, tim10-1 inh 11, APJ ag -2 and NALP3 yeast inh -6.
Screening Cn1cnc(S(=O)(=O)Nc2ccccc2C(=O)NCC2CC2)c1 returned GRIN3A LBD mod 1, MIN6 prolif 1, APJ antagonist 0, MPTP block 2.2, tim23-1 inh -9, TIM10 inh 3, tim10-1 inh 0, APJ ag 5 and NALP3 yeast inh 20.
CC(Cc1cccs1)NC(=O)Nc1ccc(Cl)c(Cl)c1 (centres undefined) was read as GRIN3A LBD mod 8, MIN6 prolif -6, APJ antagonist -3, MPTP block 96*, tim23-1 inh 52*, TIM10 inh 59*, tim10-1 inh 47*, APJ ag -8 and NALP3 yeast inh 25.
Screening COc1ccc([N+](=O)[O-])cc1N(CC(O)CN(C)C)S(=O)(=O)c1ccccc1 (centres undefined) returned GRIN3A LBD mod 8, MIN6 prolif -1, APJ antagonist 2, MPTP block -0.1, tim23-1 inh -3, TIM10 inh -6, tim10-1 inh -6, APJ ag -4 and NALP3 yeast inh -5.
For CCC(=O)Nc1nnc(/C=C/c2ccccc2)s1 the results were GRIN3A LBD mod -1, MIN6 prolif -5, APJ antagonist 7, MPTP block -0.3, tim23-1 inh 22, TIM10 inh 28, tim10-1 inh 2, APJ ag -1 and NALP3 yeast inh 34.
For CCOCCCNC(=O)C(NC(=O)Cc1cccs1)c1ccc(OC)cc1 (centres undefined) the results were GRIN3A LBD mod 1, MIN6 prolif 0, APJ antagonist 12, MPTP block -0.2, tim23-1 inh 6, TIM10 inh -14, tim10-1 inh -2, APJ ag -3 and NALP3 yeast inh -13.
